# Screens: PubChem BioAssay, several laboratories
# FadD28 binding = inhibitors of Mycobacterium tuberculosis FadD28 bisubstrate binding. 0.22% of 360,000 active. FadD28 bisubstrate probe binding, fluorescence polarization. inhibition, % at 12.5 µM; in the data active = inhibition above about 8.5%, passing the limit was not always enough; inconclusive = no clear call, values can overlap the other calls
# Mtb BioA inh = BioA (M. tuberculosis) enzyme inhibition; AID 602481; inhibition, % at 9.99 µM; 0.096% of 360,000 active; purified M. tuberculosis BioA enzyme, plate reader; in the data active = inhibition above about 40%; inconclusive = no clear call, values can overlap the other calls
# FBA Mtb inh = Mtb fructose-bisphosphate aldolase inhibition. P9WQA3. purified M. tuberculosis FBA, fluorescence read-out. inhibition, % at 1 µM. 2.3% of 360,000 active; in the data active = inhibition above about 27%;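 also: 0% = vehicle and 100% = reference inhibitor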
# Mtb UGM inh = blocks M. tuberculosis UGM enzyme | P9WIQ1 | purified UGM, fluorescence polarization probe displacement | inhibition, % at 10 µM | 0.06% of 320,000 active; in the data active = inhibition above about 10%, passing the limit was not always enough; inconclusive = no clear call, values can overlap the other calls
# Target sequence (P9WIQ1 whole entry, looked up): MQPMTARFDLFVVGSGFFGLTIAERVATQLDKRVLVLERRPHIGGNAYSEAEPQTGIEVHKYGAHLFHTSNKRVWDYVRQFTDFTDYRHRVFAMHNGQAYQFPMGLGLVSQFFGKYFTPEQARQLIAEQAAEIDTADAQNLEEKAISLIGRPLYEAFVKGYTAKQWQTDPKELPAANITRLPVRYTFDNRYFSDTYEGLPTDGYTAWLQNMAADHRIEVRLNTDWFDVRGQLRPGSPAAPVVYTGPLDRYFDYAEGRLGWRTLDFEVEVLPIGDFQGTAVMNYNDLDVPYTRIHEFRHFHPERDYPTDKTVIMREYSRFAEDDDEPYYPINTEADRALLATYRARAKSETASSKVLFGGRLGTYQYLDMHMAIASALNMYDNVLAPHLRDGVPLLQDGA
# Rv3671c protease = inhibitors of M. tuberculosis serine protease Rv3671c. 0.048% of 320,000 active. P9WHR9. inhibition, % at 5.96 µM; in the data active = inhibition above about 38%;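 also: extracellular domain of Rv3671c used as enzyme; 0% = enzyme with DMSO and 100% = no enzyme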
# GDH-TPI inh = counter-screen for M. tuberculosis FBA inhibitors: GDH-TPI coupled enzymes; GDH-TPI coupled enzyme counterscreen, NADH absorbance; inhibition, % at 4.8 µM; 1.2% of 360,000 active; in the data active = inhibition above about 30%;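 also: 0% = DMSO wells and 100% = wells lacking the enzyme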
# BoNT F protease = blocks Botulinum neurotoxin F light chain protease. inhibition, % at 10 µM. AID 588497. 0.22% of 360,000 active. Multiplex microsphere protease cleavage assay, flow cytometry; in the data active = inhibition above about 35%, passing the limit was not always enough; inconclusive = no clear call, values can overlap the other calls; also: plate controls were buffer without enzyme for full effect and enzyme alone for no effect
# PrPC TRFRET = cell surface PrPC inhibition, primary TR-FRET screen | P04156 | 0.43% of 370,000 active | TR-FRET read-out | inhibition, % at 13.8 µM; in the data active = inhibition above about 24%; also: 0% = median of the test wells and 100% = reference compound wells
# MazEF act = increases E. coli MazEF RNase cleavage of RNA. AID 504720. activation, % at 20 µM. P0AE70. 0.32% of 350,000 active. FAM/BHQ RNA-DNA oligo cleavage fluorescence, 5 h; in the data active = activation above about 50%
# Target sequence (P0AE70 whole entry, looked up): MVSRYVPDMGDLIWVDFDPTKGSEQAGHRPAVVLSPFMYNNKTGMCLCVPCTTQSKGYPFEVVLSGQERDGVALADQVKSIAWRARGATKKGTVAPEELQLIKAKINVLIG
# Numbers without * were called inactive; ? = inconclusive; · = no result given.
entry	SMILES	FadD28 binding	Mtb BioA inh	FBA Mtb inh	Mtb UGM inh	Rv3671c protease
1	CC(C)(C)C(=O)COC(=O)c1ccccc1O	0.5	-0.8	-6.3	2.0	-3.9
2	CC1(C)Oc2ccc3ccc(=O)oc3c2/C(=C/NNC(N)=S)C1=O	-0.1	-3.4	28.3*	-2.5	10.7
3	COc1ccc(CNc2oc(COc3ccccc3)nc2C#N)cc1	1.8	-3.0	-2.4	-3.7	-8.8
4	CCOC(=O)CC1C(=O)NC2CCCCC2N1C(=O)Nc1ccc(Cl)cc1 (stereo not given)	-3.6	-0.5	-1.0	3.7	3.1
5	N=c1sc2ccccc2n1-c1ccccc1	-3.5	·	-0.6	-1.6	-4.4
6	O=C(CSc1nc(-c2ccccc2)c(-c2ccccc2)o1)N1CCCCC1	-2.6	-0.1	2.4	·	·
7	COc1ccc(Nc2nc(C(F)(F)F)nc(C)c2C#N)cc1	-1.1	-1.9	0.0	·	-6.3
8	COCC(=O)n1nc(-c2ccc(C)cc2)nc1NCc1ccc(F)cc1	-2.1	·	3.1	·	·
9	O=C(O/N=C/c1ccc(Br)cc1)c1ccc(F)cc1	-1.0	-4.1	1.3	0.0	-3.2
10	NC(N)=NS(=O)(=O)c1ccc(NC(=S)NC(=O)Cc2ccc(Cl)cc2)cc1	-7.8	0.9	-1.4	3.6	-14.0
11	COC(=O)c1sccc1NC(=O)CSc1ccccc1NS(=O)(=O)c1ccc(Cl)cc1	-1.5	1.3	-1.6	0.8	-11.5
12	Cc1cc(C)n(CCNC(=O)c2cc(COc3c(F)cccc3F)on2)n1	1.9	-9.3	4.3	-4.0	4.0
13	S=C(NCCc1ccc(Cl)cc1)NCc1ccccc1	-4.5	2.1	3.1	-1.7	6.6
14	Cc1cc(C)c(Cn2cnc3ccccc32)c(C)c1	-2.7	2.2	6.5	1.9	17.8
15	O=C(CNC(=O)C1COc2ccccc2O1)Nc1cc(Cl)ccc1Cl (stereo not given)	-3.5	0.2	-1.6	·	·

entry	GDH-TPI inh	BoNT F protease	PrPC TRFRET	MazEF act
1	0.0	10.6	-4.5	-0.1
2	14.4	8.9	-1.4	2.3
3	6.1	3.3	10.2	-9.7
4	-2.9	-21.1	8.7	-1.9
5	-2.0	20.2	·	10.3
6	2.6	-0.9	6.7	-5.9
7	8.9	9.1	-1.6	3.0
8	-3.7	-3.1	5.2	-5.2
9	-0.8	-11.8	3.9	-1.0
10	-1.4	7.4	-0.2	2.8
11	4.2	-5.3	5.0	1.3
12	0.9	-1.6	6.4	8.4
13	4.9	·	·	-1.3
14	-1.2	0.1	1.3	-0.6
15	3.5	3.6	1.7	-2.8

# Additional compounds
entry	SMILES	FadD28 binding	Mtb BioA inh	FBA Mtb inh	Mtb UGM inh	Rv3671c protease
16	O=C(Cc1ccccc1)Nc1ccc(Br)c(Cl)c1	-2.1	·	-0.6	1.1	-15.4
17	Cc1ccc(SCC(=O)OCC(=O)NCCc2ccccc2)cc1	-2.3	0.1	2.8	-1.5	-7.1
18	O=C(CCN1C(=O)/C(=C\c2ccccc2F)SC1=S)N1CCCCC1	0.1	-3.0	0.6	-2.5	7.4
19	CCOc1ccc(N(CC)S(=O)(=O)c2cccc3nsnc23)cc1	-1.5	0.1	1.8	0.9	-13.2
20	Cc1nc(NCC2CCCO2)nc2c1C(=O)CC(C)C2 (stereo not given)	-4.6	0.0	-1.2	-3.2	1.9
21	CC1Oc2cc3c(-c4c(O)cc(O)c5c(O)c6c(cc45)OC(C)C(C)C6=O)c(O)cc(O)c3c(O)c2C(=O)C1C (stereo not given)	31.3*	-0.3	-2.4	1.1	39.6*
22	COc1ccc(C2=NN(C(=O)CSc3ncccn3)C(c3ccc(OC)cc3)C2)cc1 (stereo not given)	-2.3	·	-0.7	-1.4	2.4
23	COc1ccc(Nc2nccc3c2ncn3C)cc1	-1.3	·	1.9	-3.9	-0.4
24	COC(=O)c1sc(S(=O)(=O)Oc2ccccc2NC(C)=O)c(C(=O)OC)c1C	0.2	-1.1	5.7	·	·
25	Cc1cccc(C(=O)Nc2nc3ccc(S(C)(=O)=O)cc3s2)c1	-2.6	-1.5	3.3	-2.1	·
26	COc1cc(OC)cc(C(=O)Nc2nc(CC(=O)NC(C)c3ccccc3)cs2)c1 (stereo not given)	-15.0	0.6	-0.3	0.6	-4.6
27	Cc1cc(C(=O)Nc2ccc(F)cc2)c2ccccc2n1	-1.3	-0.5	2.1	3.7	-6.5
28	CN(c1ccccc1)S(=O)(=O)c1cccc(NC(=O)c2ccc(=O)[nH]n2)c1	1.0	-0.2	-1.0	1.1	-38.5
29	Cc1c(CN2CCCC(C(=O)c3cccc(Cl)c3)C2)c(=O)n(-c2ccccc2)n1C (stereo not given)	0.0	0.9	0.4	0.6	-4.6

entry	GDH-TPI inh	BoNT F protease	PrPC TRFRET	MazEF act
16	0.7	0.2	10.3	8.2
17	4.5	-7.6	-2.5	10.6
18	3.1	-5.0	-2.7	-1.0
19	-1.3	-13.6	-25.9	13.0
20	-2.2	2.4	5.2	5.7
21	27.4	-57.2	·	4.5
22	15.5	-3.5	-2.8	-6.5
23	2.9	-18.8	-6.3	10.9
24	0.0	5.3	-0.6	2.9
25	16.3	2.6	4.5	4.8
26	0.0	3.1	-2.2	3.6
27	-1.5	?	-2.7	2.5
28	-2.2	-12.6	-1.0	-6.3
29	3.8	-7.7	2.4	-2.2

# Twelve compounds out of the list, ordered by length of the SMILES, rising:
entry	SMILES	FadD28 binding	Mtb BioA inh	FBA Mtb inh	Mtb UGM inh	Rv3671c protease
16	O=C(Cc1ccccc1)Nc1ccc(Br)c(Cl)c1	-2.1	·	-0.6	1.1	-15.4
20	Cc1nc(NCC2CCCO2)nc2c1C(=O)CC(C)C2 (stereo not given)	-4.6	0.0	-1.2	-3.2	1.9
27	Cc1cc(C(=O)Nc2ccc(F)cc2)c2ccccc2n1	-1.3	-0.5	2.1	3.7	-6.5
17	Cc1ccc(SCC(=O)OCC(=O)NCCc2ccccc2)cc1	-2.3	0.1	2.8	-1.5	-7.1
19	CCOc1ccc(N(CC)S(=O)(=O)c2cccc3nsnc23)cc1	-1.5	0.1	1.8	0.9	-13.2
15	O=C(CNC(=O)C1COc2ccccc2O1)Nc1cc(Cl)ccc1Cl (stereo not given)	-3.5	0.2	-1.6	·	·
25	Cc1cccc(C(=O)Nc2nc3ccc(S(C)(=O)=O)cc3s2)c1	-2.6	-1.5	3.3	-2.1	·
26	COc1cc(OC)cc(C(=O)Nc2nc(CC(=O)NC(C)c3ccccc3)cs2)c1 (stereo not given)	-15.0	0.6	-0.3	0.6	-4.6
24	COC(=O)c1sc(S(=O)(=O)Oc2ccccc2NC(C)=O)c(C(=O)OC)c1C	0.2	-1.1	5.7	·	·
28	CN(c1ccccc1)S(=O)(=O)c1cccc(NC(=O)c2ccc(=O)[nH]n2)c1	1.0	-0.2	-1.0	1.1	-38.5
29	Cc1c(CN2CCCC(C(=O)c3cccc(Cl)c3)C2)c(=O)n(-c2ccccc2)n1C (stereo not given)	0.0	0.9	0.4	0.6	-4.6
21	CC1Oc2cc3c(-c4c(O)cc(O)c5c(O)c6c(cc45)OC(C)C(C)C6=O)c(O)cc(O)c3c(O)c2C(=O)C1C (stereo not given)	31.3*	-0.3	-2.4	1.1	39.6*

entry	GDH-TPI inh	BoNT F protease	PrPC TRFRET	MazEF act
16	0.7	0.2	10.3	8.2
20	-2.2	2.4	5.2	5.7
27	-1.5	?	-2.7	2.5
17	4.5	-7.6	-2.5	10.6
19	-1.3	-13.6	-25.9	13.0
15	3.5	3.6	1.7	-2.8
25	16.3	2.6	4.5	4.8
26	0.0	3.1	-2.2	3.6
24	0.0	5.3	-0.6	2.9
28	-2.2	-12.6	-1.0	-6.3
29	3.8	-7.7	2.4	-2.2
21	27.4	-57.2	·	4.5
